Y pestis TopoI – Y. pestis Topo-I inhibition via cleavage products; Y. pestis Topo-I cleavage product accumulation, plate reader; activity, % at 10 µM; 360,000 compounds, 0.064% hits; AID 504884; in the data active = activity above about 50%, passing the limit was not always enough; inconclusive = no clear call, values can overlap the other calls; also: inactives centre near 2
TcdB GH inh – blocks C. difficile toxin B glycohydrolase activity | TcdB glycohydrolase enzymatic assay, plate reader | inhibition, % at 9.99 µM | 350,000 compounds, 0.24% hits | AID 652162; in the data active = inhibition above about 10%
BoNT A protease – inhibitors of Botulinum neurotoxin A light chain protease. multiplex microsphere protease substrate cleavage, flow cytometry. 360,000 compounds, 0.17% hits. inhibition, % at 10 µM. AID 588499; also: plate controls were buffer without enzyme for full effect and enzyme alone for no effect
PriA SSB inh – inhibitors of Klebsiella pneumoniae PriA binding to SSB C-terminal tail; 430,000 compounds, 0.6% hits; AID 1272365; inhibition, % at 33 µM; AlphaScreen SSBct-PriA binding, biotinylated peptide; in the data active = inhibition mostly above about 37%, no sharp cut-off; inactive = mostly below about 20%;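 also: plate controls were negative control peptide for no effect and reference peptide for full effect; strong numbers were not always called active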
Vc quorum ag – quorum light induction in luxS cqsA deficient V. cholerae; activation, % at 18.7 µM; V. cholerae BH1578 lux reporter, luminescence, 6 h; 350,000 compounds, 0.16% hits; AID 588436; in the data active = activation mostly above about 9.7%, no sharp cut-off; inconclusive = no clear call, values can overlap the other calls; inactive = mostly below about 3.7%; also: not every result past the cut was called active; inactives centre near 0; reference of the scale not given here
3CLpro inhibitor – SARS-CoV 3CLpro protease inhibition; P0C6X7; recombinant SARS-CoV 3CLpro, quenched FRET peptide cleavage; inhibition, % at 6 µM; 290,000 compounds, 0.14% hits; in the data active = inhibition above about 12%
PfHsp40 rescue – compounds rescuing yeast from Plasmodium falciparum HSP40 toxicity; AID 504582; 340,000 compounds, 0.68% hits; S. cerevisiae expressing PfHsp40, growth rescue, ATP luminescence; growth rescue, % at 12.5 µM; in the data active = growth rescue above about 28%, passing the limit was not always enough; inconclusive = no clear call, values can overlap the other calls;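 also: yeast W303a lacking pdr1 and pdr3 grown in galactose medium; growth measured after three days at 30 °C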
PrPC TRFRET – reduces human prion protein on the cell surface; AID 720596; inhibition, % at 13.8 µM; 370,000 compounds, 0.43% hits; P04156; cell surface PrPC, TR-FRET read-out; in the data active = inhibition above about 24%; also: 0% = median of the test wells and 100% = reference compound wells
Anthrax LF inh2 – inhibitors of Bacillus anthracis lethal factor protease; P15917; multiplex microsphere protease cleavage assay, LF; inhibition, % at 10 µM; 360,000 compounds, 0.12% hits; AID 588501; also: plate controls were buffer without enzyme for full effect and enzyme alone for no effect
Target sequence (P15917 whole entry, looked up): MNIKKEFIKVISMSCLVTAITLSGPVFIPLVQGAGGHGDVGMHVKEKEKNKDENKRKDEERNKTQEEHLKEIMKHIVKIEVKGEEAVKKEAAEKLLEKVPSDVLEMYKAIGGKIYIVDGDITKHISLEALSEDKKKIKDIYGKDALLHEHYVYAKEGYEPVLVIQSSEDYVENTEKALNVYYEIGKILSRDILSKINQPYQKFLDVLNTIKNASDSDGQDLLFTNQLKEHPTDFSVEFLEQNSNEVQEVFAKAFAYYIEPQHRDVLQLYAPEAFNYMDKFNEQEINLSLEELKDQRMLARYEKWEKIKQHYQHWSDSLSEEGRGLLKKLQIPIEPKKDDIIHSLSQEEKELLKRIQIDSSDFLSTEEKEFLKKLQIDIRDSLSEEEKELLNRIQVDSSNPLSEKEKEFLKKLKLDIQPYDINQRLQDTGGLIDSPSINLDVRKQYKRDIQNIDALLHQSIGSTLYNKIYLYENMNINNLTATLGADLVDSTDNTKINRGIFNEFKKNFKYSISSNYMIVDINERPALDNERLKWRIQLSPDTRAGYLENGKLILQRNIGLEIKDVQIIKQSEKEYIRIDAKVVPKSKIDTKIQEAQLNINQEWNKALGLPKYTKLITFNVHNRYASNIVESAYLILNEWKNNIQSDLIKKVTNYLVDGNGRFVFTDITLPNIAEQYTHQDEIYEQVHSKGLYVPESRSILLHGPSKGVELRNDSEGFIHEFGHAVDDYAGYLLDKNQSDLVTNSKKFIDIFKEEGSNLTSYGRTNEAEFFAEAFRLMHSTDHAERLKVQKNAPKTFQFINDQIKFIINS
* = called active by the depositor; i = inactive; ? = inconclusive; . = no result given; & = joins results of further samples. Rule as the data show it, unless noted: active = inhibition above about 30%; inconclusive = no clear call, values can overlap the other calls; inactive = below that. A portion of the library, so the mix of outcomes need not match the whole.

SMILES | Y pestis TopoI | TcdB GH inh | BoNT A protease | PriA SSB inh | Vc quorum ag | 3CLpro inhibitor | PfHsp40 rescue | PrPC TRFRET | Anthrax LF inh2
O=C(Nc1ncccc1O)c1ccc(S(=O)(=O)Nc2ccccc2)cc1 | 8.4 | 0.1 | 2.8 | -17.8 | -14.3 | . | 1.3 | 4.7 | 3.9
O=C(/C=C\NCC(=O)c1ccccc1)c1ccc(F)cc1 | -7.1 | 0.3 | 0.1 | -3.8 | -0.6 | 3.9 | -1.0 | . | -3.7
COc1cc(C(=O)N2CCN(S(=O)(=O)c3ccc(F)cc3)CC2)cc(OC)c1OC | -3.3 | . | 1.2 | -16.9 | -0.7 | 0.6 | -0.5 | 6.2 | -7.9
Brc1ccc(OCc2nc3ccccc3[nH]2)cc1 | -7.7 | -0.1 | -1.0 | -5.7 | -1.2 | -1.7 | 1.5 | 0.8 | 7.8
CC1C(=O)N2CCCc3cc(S(=O)(=O)N4CCN(c5cccc(Cl)c5)CC4)cc1c32 (stereo unspecified) | 13.4 | 1.4 | 1.0 | -4.2 | -1.1 | . | 1.0 | -2.3 | -4.0
CC(O)C(O)C(O)C(O)C1NCCS1 (stereo unspecified) | -0.8 | . | -0.4 | -14.2 | i | 1.3 | -0.3 | 6.7 | -3.8
Cc1ccccc1NS(=O)(=O)c1ccc2c(c1)CCC(=O)N2 | 2.4 | 1.9 | 0.1 | . | -1.1 | . | . | 1.6 | -6.9
Cc1cc(C)cc(C(=O)N(CCc2ccccc2)C2CC3CCC(C2)N3C)c1 (stereo unspecified) | 6.9 | 0.2 | 1.7 | -4.0 | i | 6.7 | 0.2 | -3.7 | 18.6
COc1ccc(C(=O)NC(=S)Nc2ccc(NC(=O)c3ccco3)cc2)cc1[N+](=O)[O-] | -3.0 | 0.2 | 2.7 | -3.0 | -0.3 | -0.8 | -0.9 | -7.2 | 4.2
CCN(c1ccccc1)S(=O)(=O)c1ccc(Oc2ccccc2C(C)=O)nc1 | 25.8 | 1.6 | 0.7 | -6.6 | i | . | -1.6 | 4.8 | -3.8
CCN(CC)S(=O)(=O)c1ccc(NS(=O)(=O)CC23CCC(CC2=O)C3(C)C)cc1 (stereo unspecified) | 5.3 | . | 0.5 | -9.6 | -0.4 | -0.1 | -0.8 | 2.5 | 4.5
COc1ccc(S(=O)(=O)Nc2cccc(S(=O)(=O)N3CCCCC3)c2)cc1 | -0.8 | -0.4 | -0.4 | 8.8 | -2.7 | . | -1.1 | 7.4 | 3.2
Cc1ccc(S(=O)(=O)NC(CC(C)C)C(=O)NCC(C)(C)N2CCOCC2)cc1 (stereo unspecified) | -1.8 | 1.0 | 1.2 | -5.2 | i | . | -0.1 | -3.2 | -2.8
O=C(CNc1cccc(Cl)c1)c1ccc(Br)cc1 | -16.5 | 1.5 | -3.2 | -2.9 | 0.4 | 2.5 | -0.6 | 13.6 | -0.2
O=C(Nc1cccc2c1CCCC2)c1cccc(F)c1 | -4.1 | 0.6 | -0.9 | 6.6 | 2.2 | -1.7 | 0.4 | -7.5 | -3.7
Clc1ccc2[nH]c3c(NCCCN4CCOCC4)ncnc3c2c1 | -9.8 | . | 1.5 | -4.5 | i | -2.8 | 0.7 | 1.2 | 1.6
CSCCC(NS(=O)(=O)c1ccccc1F)C(=O)NNC(=O)c1csc(N2CCOCC2)n1 (stereo unspecified) | -4.1 | 1.6 | -6.1 | 4.4 | i | . | -1.5 | -5.1 | 3.1
COc1cc2c(cc1OC)-c1cc(OCCN3CCOCC3)nc(=O)n1CC2 | -2.4 | . | 0.6 | -7.3 | -3.1 | -1.1 | 2.1 | -4.6 | -2.3
Cc1c(C(=O)N2CCCC2)sc(NC(=O)c2cccc(Cl)c2)c1C#N | -0.6 | . | 0.0 | -4.8 | i | 2.9 | 0.3 | -1.9 | -4.4
Cc1ccc(CN2CCS(=O)(=O)CC2)cc1 | -2.8 | . | -0.4 | -14.7 | 3.2 | 0.4 | -0.2 | -2.9 | -0.7
CCCn1nnnc1SCC(=O)N1CCOCC1 | -9.1 | . | 1.9 | -8.0 | i | 1.7 | -0.5 | -0.1 | -2.7
CCOC(=O)N1CCN(S(=O)(=O)c2ccc3[nH]cc(C(=O)O)c(=O)c3c2)CC1 | -3.6 | . | 1.3 | -21.0 | i | -0.7 | 0.5 | 0.5 | 4.0
COCCN1CCn2c(nc3cc(NC(=O)c4cccs4)ccc32)C1 | 8.7 | . | 15.0 | 5.7 | i | 3.0 | 0.0 | -5.1 | -22.8
CC(C)NC1CCC(Nc2ccnc3cc(Cl)ccc23)CC1 (stereo unspecified) | -7.6 | 1.7 | 0.5 | -2.8 | i | . | 4.1 | -4.5 | -5.6
CC(NS(=O)(=O)c1ccc(NC(=O)N2CCCCC2)cc1)c1ccccc1 (stereo unspecified) | 3.4 | -2.4 | -1.6 | -9.7 | i | 4.9 | -2.2 | 9.5 | 1.0
SMILES | Y pestis TopoI | TcdB GH inh | BoNT A protease | PriA SSB inh | Vc quorum ag | 3CLpro inhibitor | PfHsp40 rescue | PrPC TRFRET | Anthrax LF inh2
OC(c1cccnc1)c1nc(/C=C/c2ccc(C(F)(F)F)cc2)cs1 (stereo unspecified) | 19.8 | 1.2 | 0.3 | . | -0.4 | . | . | -3.4 | -1.7
CCCC(=O)Nc1ccccc1NC(=O)c1ccc(OCC)cc1 | 1.4 | 0.7 | -0.5 | 6.3 | i | -1.9 | 0.4 | -1.0 | 0.0
COc1cc(/C=N/NC(=O)Cc2nnc(NC(=O)c3ccccc3)s2)ccc1O | -3.0 | 1.1 | -0.4 | . | i | -6.0 | -0.4 | -3.6 | -3.0
Cc1nc2ccc(C(=O)N3CCN(c4ccccn4)CC3)cc2s1 | 0.1 | . | -0.6 | 1.7 | i | -8.3 | -2.1 | 2.3 | -2.4
COc1cc(/C=C2\SC(=O)N(CCNC(=O)c3sc4cc(F)ccc4c3Cl)C2=O)cc(OC)c1OC | 14.2 | 1.1 | 4.5 | -3.1 | i | 2.2 | -0.3 | 2.0 | 5.3
CC(C)(C)c1ccc(C(=O)CC(Sc2ccc(Cl)cc2)C(=O)O)cc1 (stereo unspecified) | 19.8 | 1.8 | 1.3 | 0.4 | i | 2.9 | 75.1* | 0.5 | -7.9
COc1ccc(/C=C/C(=O)NCCNC(=O)c2ccccc2)cc1OC | -11.3 | 0.2 | 0.3 | 2.2 | -0.2 | -2.4 | -0.4 | -13.5 | -1.6
COc1cccc(CNc2nc3cc(-c4cnn(Cc5ccccc5)c4)sc3c(=O)n2C)c1 | 33.7 | 0.7 | -0.1 | . | -3.0 | . | . | 9.5 | -4.2
O=C(NCC1CCCO1)c1ccc(Cl)c(S(=O)(=O)N2CCOCC2)c1 (stereo unspecified) | -13.1 | 2.6 | 2.1 | 8.6 | -1.8 | -2.7 | -0.3 | 3.3 | -6.4
O=C(O)CCC(=O)N1N=C(c2c(-c3ccccc3)c3cc(Cl)ccc3[nH]c2=O)CC1c1ccco1 (stereo unspecified) | 16.8 | . | 0.4 | 2.6 | 1.9 | 5.0 | 1.7 | 6.7 | -0.8
Cc1cc(C)cc(C(=O)NC(CC(N)=O)c2ccc(N3CCC(Br)CC3)c([N+](=O)[O-])c2)c1 (stereo unspecified) | 1.6 | -0.3 | -0.3 | 2.3 | -0.3 | -0.8 | 0.4 | -0.8 | 0.2
CCCn1c(SCc2nc3ccccc3s2)n[nH]c1=O | 19.6 | 2.0 | 0.8 | -3.1 | i | -1.4 | 0.4 | 6.3 | 0.9
Cc1cc2nsnc2c(S(=O)(=O)N2CCN(C)CC2)c1C | 3.7 | -0.4 | -2.6 | -8.3 | -4.0 | 5.0 | -1.3 | -20.6 | 0.5
C/C(=N\NC(=S)Nc1ccccc1)c1c(O)n(C)c(=O)n(C)c1=O | -2.5 | 0.2 | -0.4 | . | i | 3.3 | 1.6 | 0.7 | -1.5
Cn1nnnc1SCC(=O)N1c2ccccc2Sc2ccc(Cl)cc21 | 33.8 | . | 0.2 | -2.4 | -0.8 | -2.2 | 2.2 | -4.7 | 0.3
COc1ccc(NC(=O)Cc2nnc(SCC(=O)NC3=NCCS3)n2C)cc1 | 6.5 | 1.8 | -2.1 | -18.5 | -0.5 | -1.3 | 0.5 | -2.7 | 4.7
Cc1cnc(=O)[nH]c1SCc1cccc(C(F)(F)F)c1 | 4.0 | 3.4 | 2.4 | -4.0&-10.8 | i | -2.4 | -1.9 | 3.6 | 5.3
O=C(CSCC(=O)NCc1ccco1)NCc1ccco1 | 8.7 | 0.9 | 1.2 | -3.9 | i | 1.9 | -0.8 | -0.8 | -4.2
CCCCN(C)CCCNC(=O)/C=C1\Sc2ccccc2NC1=O | -1.1 | 0.9 | -3.1 | -12.7 | -0.4 | -4.2 | 0.3 | 2.1 | -4.0
COc1ccccc1CNC(=O)C1CCN(S(=O)(=O)c2ccc3c(c2)CC(C)N3C(=O)C2CC2)CC1 (stereo unspecified) | 29.3 | 1.1 | 1.2 | -8.9 | 0.5 | 2.9 | 20.0 | 6.0 | 0.3
CC(Sc1nnc2c(n1)C1CCC2(C)C1(C)C)C(=O)Nc1ccccc1 (stereo unspecified) | -0.7 | . | -0.7 | 8.2 | -0.4 | 1.7 | -1.7 | 5.0 | -1.5
Cc1cc(C)c2nc(C)cc(Nc3ccc(C(=O)N4CCOCC4)cc3)c2c1 | 2.1 | 1.7 | -0.1 | -8.3 | 3.1 | -1.9 | -0.9 | -7.6 | -0.9
COc1ccc(NC(=O)CN2C(=O)COc3ccc(S(=O)(=O)N4CCCCC4)cc32)cc1OC | 2.0 | 1.1 | 0.0 | -4.2 | -0.4 | 3.0 | -0.3 | 8.7 | -1.7
COc1ccc(NC(=O)CSc2nnc(N)s2)cc1 | -5.7 | . | -1.2 | 1.2 | i | 1.2 | -1.6 | 1.3 | -2.8
COc1cc(C2NC(=S)NC(c3ccccc3)=C2C(C)=O)cc(Br)c1OCC(N)=O (stereo unspecified) | 8.1 | -0.3 | 0.2 | 0.1 | -0.6 | 0.4 | 1.0 | 7.9 | -0.3
SMILES | Y pestis TopoI | TcdB GH inh | BoNT A protease | PriA SSB inh | Vc quorum ag | 3CLpro inhibitor | PfHsp40 rescue | PrPC TRFRET | Anthrax LF inh2
COc1ccc(N2CCN(CNC(=O)c3ccccc3)CC2)cc1 | -5.3 | 1.2 | ? | -2.1 | i | 2.6 | 0.7 | 4.5 | 19.2
COc1ccc(NC(=S)N(CCN2CCOCC2)C2CCN(C(C)=O)CC2)cc1Cl | 2.2 | 1.0 | -2.0 | 4.3 | 0.4 | 2.8 | -0.6 | 5.0 | 8.8
CC1(C)CCC[C@]2(C)[C@H]3CC(=O)O[C@]3(C)CC[C@@H]12 | 4.1 | -0.4 | -1.8 | -9.7 | i | 3.0 | -2.4 | -0.3 | 7.2
O=C(CSc1ccccc1)Nc1ccc(S(=O)(=O)Nc2ncccn2)cc1 | -4.7 | 3.6 | -0.9 | 2.3 | -0.3 | 2.0 | -0.1 | -4.0 | 0.6
CN(C(=O)c1ccc2c(c1)OCO2)C1(C(=O)NC2CCCCC2)CCCCC1 | 10.5 | . | -0.2 | -3.9 | . | 2.6 | -1.8 | 0.9 | -1.7
CN1CCN(S(=O)(=O)c2ccc(N(C)Cc3ccc(OC(F)F)cc3)c([N+](=O)[O-])c2)CC1 | 19.3 | 0.3 | 2.3 | 23.6 | i | . | -1.1 | -18.3 | -0.9

Full records, looked up by structure. Order of screens: Y pestis TopoI, TcdB GH inh, BoNT A protease, PriA SSB inh, Vc quorum ag, 3CLpro inhibitor, PfHsp40 rescue, PrPC TRFRET, Anthrax LF inh2
CC1(C)CCC[C@]2(C)[C@H]3CC(=O)O[C@]3(C)CC[C@@H]12 reads 4.1, -0.4, -1.8, -9.7, i, 3.0, -2.4, -0.3, 7.2
O=C(CSc1ccccc1)Nc1ccc(S(=O)(=O)Nc2ncccn2)cc1 reads -4.7, 3.6, -0.9, 2.3, -0.3, 2.0, -0.1, -4.0, 0.6
CN(C(=O)c1ccc2c(c1)OCO2)C1(C(=O)NC2CCCCC2)CCCCC1 reads 10.5, ., -0.2, -3.9, ., 2.6, -1.8, 0.9, -1.7

Source: PubChem
